# NS3 helicase inh = HCV NS3 helicase inhibition | 0.56% of 290,000 active | inhibition, % at 10.9 µM | NS3 helicase DNA unwinding, Cy5 molecular beacon fluorescence;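 active = inhibition above the mean of all tested compounds plus 3 SD, set per campaign, cut at about 35% in these data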;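 note: 0% = DMSO wells and 100% = thioflavine S control wells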
#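 Measured by: Cy5 fluorescence, 0 and 60 min reads / Assay system: NS3 helicase fragment of HCV / Control set: low DMSO, high thioflavine S at 110 µM / Times: 1 h reaction at 25 °C, ATP-initiated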
# GalR3 antagonist = blocks the human galanin receptor 3; O60755; 0.44% of 360,000 active; AID 651719; inhibition, % at 3 µM; HEK293 GalR3-CNG cAMP membrane potential fluorescence; galR3 body fused to GalR1 C-terminus;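 active = inhibition above the screen-wide average plus 3 SD, cut at about 13% in these data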;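 note: forskolin and galanin both at EC90 stimulate the cells; cAMP rise reported by CNG channel membrane potential dye signal; 0% = forskolin plus galanin with DMSO and 100% = forskolin alone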
# IDE act = activators of human insulin-degrading enzyme in cells; activation, % at 5.96 µM; AID 493087; HEK cells, FAbeta-B cleavage, fluorescence polarization; 0% vehicle, 100% cell-free pure enzyme wells; P14735; 0.073% of 340,000 active;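 active = activation above the mean of all tested compounds plus 3 SD, set per screening campaign, cut at about 17% in these data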
# UBC9 SUMO inh = blocks human SUMOylation mediated by UBC9 | AID 2006 | 0.36% of 290,000 active | P63279 | HTRF SUMOylation assay, SAE1/SAE2 + UBC9, in vitro | inhibition, % at 35 µM; in the data active = inhibition above about 50%, passing the limit was not always enough; note: strong numbers were not always called active
# IDE cell inh = cellular human IDE inhibition; P14735; HEK cells, FAbetaB cleavage, fluorescence polarization; inhibition, % at 5.59 µM; 0.41% of 320,000 active; AID 434962;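 active = percent inhibition above the average of all tested compounds plus 3 SD, set per screening campaign, cut at about 16% in these data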;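 note: IDE supplied by intact live HEK cells; FP after avidin binding of uncleaved biotin substrate so inhibition keeps polarization high; 0% = DMSO wells and 100% = 60 µM reference IDE inhibitor Ii1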
# pCIP destab = compounds decreasing mouse p/CIP protein stability. Q05BA5. F442A p/CIP-EGFP cells, EGFP fluorescence, 16 h. decrease of EGFP signal, % at 10 µM. 0.01% of 290,000 active. AID 1984;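 active = EGFP signal decrease of at least 30% at 10 µM or well 3 SD below plate mean, unless failing retest; inactive = the rest, including hits failing retest or dose response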; note: some compounds called inactive have numbers as strong as hits; many of its hits are not listed in these tables
# Target sequence (Q05BA5 1-1403): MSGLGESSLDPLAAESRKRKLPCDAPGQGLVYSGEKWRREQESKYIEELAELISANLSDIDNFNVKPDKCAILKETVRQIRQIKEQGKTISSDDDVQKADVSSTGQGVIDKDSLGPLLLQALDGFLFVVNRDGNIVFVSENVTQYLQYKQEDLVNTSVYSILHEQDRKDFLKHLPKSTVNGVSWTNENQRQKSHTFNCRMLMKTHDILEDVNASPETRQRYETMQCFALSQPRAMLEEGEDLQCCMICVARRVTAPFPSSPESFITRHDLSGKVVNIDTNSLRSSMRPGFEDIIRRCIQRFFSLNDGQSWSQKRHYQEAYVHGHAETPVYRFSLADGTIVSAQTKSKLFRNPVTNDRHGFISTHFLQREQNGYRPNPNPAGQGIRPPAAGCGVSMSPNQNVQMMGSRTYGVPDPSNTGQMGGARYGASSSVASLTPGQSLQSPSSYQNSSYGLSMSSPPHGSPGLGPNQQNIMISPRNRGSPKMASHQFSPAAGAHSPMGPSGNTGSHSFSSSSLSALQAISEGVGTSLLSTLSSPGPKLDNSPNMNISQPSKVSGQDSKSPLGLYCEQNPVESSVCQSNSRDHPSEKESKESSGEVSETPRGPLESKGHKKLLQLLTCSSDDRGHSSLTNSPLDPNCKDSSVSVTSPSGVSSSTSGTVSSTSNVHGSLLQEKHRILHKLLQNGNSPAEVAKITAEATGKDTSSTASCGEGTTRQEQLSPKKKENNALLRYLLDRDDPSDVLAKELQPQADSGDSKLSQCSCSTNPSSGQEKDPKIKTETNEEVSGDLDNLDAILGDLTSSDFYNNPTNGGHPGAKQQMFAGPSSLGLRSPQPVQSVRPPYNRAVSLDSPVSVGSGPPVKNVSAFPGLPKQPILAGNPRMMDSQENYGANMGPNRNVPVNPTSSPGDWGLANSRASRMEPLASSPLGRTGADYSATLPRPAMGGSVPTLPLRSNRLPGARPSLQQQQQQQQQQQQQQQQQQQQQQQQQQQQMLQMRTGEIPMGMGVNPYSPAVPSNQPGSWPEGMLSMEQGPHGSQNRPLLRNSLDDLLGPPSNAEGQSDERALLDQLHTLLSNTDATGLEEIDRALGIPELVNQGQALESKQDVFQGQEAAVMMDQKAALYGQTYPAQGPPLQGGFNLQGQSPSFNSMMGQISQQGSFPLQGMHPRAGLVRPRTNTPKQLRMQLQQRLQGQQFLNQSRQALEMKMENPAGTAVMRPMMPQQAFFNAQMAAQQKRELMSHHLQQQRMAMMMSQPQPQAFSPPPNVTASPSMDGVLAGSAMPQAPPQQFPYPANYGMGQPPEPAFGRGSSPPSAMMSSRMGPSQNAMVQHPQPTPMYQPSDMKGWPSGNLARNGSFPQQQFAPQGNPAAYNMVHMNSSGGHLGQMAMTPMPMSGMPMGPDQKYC
# VIM-2 inh = blocks Pseudomonas aeruginosa VIM-2 metallo-beta-lactamase | purified VIM-2, nitrocefin hydrolysis, epi-absorbance fluorescence | inhibition, % at 5.6 µM | 0.89% of 290,000 active | AID 1527;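 active = inhibition above the mean of all tested compounds plus 3 SD, cutoff set per screening run, cut at about 7.5% in these data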;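 note: red hydrolysis product quenches plate fluorescence so inhibitors raise well fluorescence; 0% = enzyme with DMSO and 100% = DMSO without enzyme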
# IMP-1 inhibitor = inhibitors of Pseudomonas aeruginosa IMP-1 metallo-beta-lactamase; purified IMP-1, nitrocefin hydrolysis, epi-absorbance fluorescence; 0.45% of 290,000 active; inhibition, % at 5.6 µM;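 active = inhibition above the mean plus 3 SD of all compounds in the same screening run, cut at about 4.5% in these data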;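 note: 0% = IMP-1 with DMSO and 100% = DMSO wells lacking enzyme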
#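 System: Purified IMP-1 | Read-out basis: Percent enzyme inhibition | Controls: IMP-1 with DMSO as 0%, enzyme-free DMSO as 100% | Replicates: One well per compound | Doses: 5.6 µM nominal single concentration | Detection: Epi-absorbance fluorescence, 480 nm excitation, 530 nm emission | Incubation: 25 °C, 15 min preincubation, 25 min reaction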
# CRFBP-R2 block = blocks CRF-induced signaling of the CRF-BP/CRF-R2 complex; HEK293 CRF-R2/CRF-BP, CRF-induced calcium fluorescence; inhibition, % at 11.8 µM; 0.59% of 350,000 active; AID 588475;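 active = inhibition of the ligand-induced calcium signal above about 50% at the single tested concentration, limit read from the data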
# Active calls of the source: *; · = no result given.
SMILES,NS3 helicase inh,GalR3 antagonist,IDE act,UBC9 SUMO inh,IDE cell inh,pCIP destab,VIM-2 inh,IMP-1 inhibitor,CRFBP-R2 block
O=C(O)CC1(CC(=O)N2CCOCC2)CCCC1,6,-4,0,0,0,-8,-1.2,-1.4,3
O=S(=O)(NCc1cn2ccccc2n1)c1ccccc1F,7,2,-1,-20,2,0,-3.3,-2.5,4
O=C(NCC1CCCO1)c1nnc(Cc2ccc(F)cc2)o1 (stereo not given),1,1,5,4,5,-1,-1.7,0.3,2
CC1=CC(C)(C)NC(=S)N1c1cccc2cc(S(=O)(=O)O)ccc12,10,-8,4,33,4,-3,-3.2,-1.6,-7
Cc1cccc(OCC(=O)Nc2nnc(S(=O)(=O)N3CCCCCC3)s2)c1,-11,4,-2,7,-3,-5,-0.7,-1.4,27
CCOC(=O)C1CCN(C(=O)C2c3ccccc3C(=O)N(C)C2c2ccc(OC)cc2)CC1 (stereo not given),21,-2,2,-9,4,-9,-3.0,-2.7,2
Cc1ccc(S(=O)(=O)N2CCCCC2)cc1NC(=O)c1ccc(Cl)nc1,·,-3,1,·,0,·,·,·,12
NC(=O)c1ccc(NC(=O)C2COc3ccccc3O2)cc1 (stereo not given),2,-11,5,-3,5,-8,-2.2,-1.4,2
COc1ccc(-c2csc(C3=C(O)CN(Cc4ccc(S(N)(=O)=O)cc4)C3=N)n2)cc1OC,-10,-2,0,2,-2,-9,-2.3,-1.7,4
Cc1cccc(C)c1NC(=O)N1CC=CCC1,-4,-10,1,-8,·,0,-0.5,-0.9,14
Cc1onc(-c2ccccc2Cl)c1C(=O)Nc1ccc(N2CCOCC2)cc1,-1,-3,2,-11,7,2,-6.7,-1.9,-11
CC(CCc1ccccc1)N1CCN(C)CC1 (stereo not given),8,-8,3,-2,4,3,-1.4,-1.9,-7

# Look-ups from the entries so far:
# Cc1onc(-c2ccccc2Cl)c1C(=O)Nc1ccc(N2CCOCC2)cc1 in GalR3 antagonist shows -3
# COc1ccc(-c2csc(C3=C(O)CN(Cc4ccc(S(N)(=O)=O)cc4)C3=N)n2)cc1OC in pCIP destab shows -9
# O=C(O)CC1(CC(=O)N2CCOCC2)CCCC1 in GalR3 antagonist shows -4
# O=C(NCC1CCCO1)c1nnc(Cc2ccc(F)cc2)o1 (stereo not given) in CRFBP-R2 block shows 2

# (listing goes on)
SMILES,NS3 helicase inh,GalR3 antagonist,IDE act,UBC9 SUMO inh,IDE cell inh,pCIP destab,VIM-2 inh,IMP-1 inhibitor,CRFBP-R2 block
CC(=O)CSc1nnc(CSc2ncccn2)n1C1CCCCC1,5,-4,0,12,0,5,0.3,-3.3,-10
CCC(C)(C)NC(=O)CN(C(=O)c1ccc(N2CCCC2)nc1)c1ccc(F)cc1,9,-5,1,7,0,12,-2.5,-0.6,25
O=C(NC1CCCC1)C(c1ccccc1)N(Cc1ccc2c(c1)OCO2)C(=O)Cc1cccs1 (stereo not given),0,-6,0,3,6,0,-2.4,-2.5,10
COc1cccc(NC(=O)COC(=O)c2ccccc2C(=O)N(C)c2ccccc2)c1,·,-7,9,·,0,·,·,·,-2
CCC(C(=O)NC(C)(C)C)N(Cc1ccco1)C(=O)Cn1nnc(-c2ccc(F)cc2)n1 (stereo not given),-6,1,5,-7,0,-10,-2.2,-0.5,10
O=C(COc1ccc(Br)cc1Cl)NC(=O)NC1CCCC1,·,-2,3,·,3,·,·,·,-9
Cc1cc(C)n2cc(CSc3nnnn3-c3ccc(Cl)cc3)nc2n1,-3,-2,2,-11,2,4,-1.9,-2.1,5
Cc1nn(CCCC(=O)Nc2cccnc2)c(C)c1[N+](=O)[O-],-2,8,1,-2,-1,-4,0.6,-1.3,14
CCCCN1C(=O)N(C)C2NC(=O)NC21 (stereo not given),-6,-5,2,-1,8,2,-0.2,-1.3,-2
Cc1cccc(N(C)S(=O)(=O)c2ccc3[nH]cc(C(=O)N4CCOCC4)c(=O)c3c2)c1,3,-3,-1,3,-3,10,-1.7,-0.6,-34
CN(C)c1ccc(C(=S)N2CCN(C(=S)Nc3ccc(Cl)cc3)CC2)cc1,-8,1,-2,18,1,-3,-1.3,-1.3,-6
Cc1ccc(Cn2c(CCCO)nc3ccccc32)cc1,-4,2,2,4,2,-12,-2.0,-1.7,-6
NC(=O)CC(NSc1ccccc1[N+](=O)[O-])C(=O)O (stereo not given),-10,-2,1,2,11,-5,-2.7,-1.8,0
CC(=O)c1ccc(N2CCN(C(=O)c3ccc(NC4=NC5CS(=O)(=O)CC5S4)cc3)CC2)cc1 (stereo not given),-7,·,-4,13,1,3,-1.7,-1.3,-16
O=C(NCCCNC(=O)c1cccs1)c1cccs1,-4,4,4,17,-5,-1,1.2,-1.8,-10
CCOC(=O)Cn1c(=O)oc2cc(S(=O)(=O)NC(C)c3ccccc3)ccc21 (stereo not given),-5,1,-3,-1,4,-5,-0.5,-1.6,6
COCCCNC(=S)NNC(=O)c1cccnc1,-1,-6,1,16,2,-4,-0.7,0.4,11
Cc1cccc(-c2oc3ccccc3c2C#CCCCCO)c1,5,-4,-4,4,6,4,-2.2,-2.1,-11
N#Cc1cccc(Oc2ccc(-c3cnc4ccccc4n3)cc2)c1C#N,-4,-9,4,-2,-1,0,0.0,-1.9,-14
Cc1ccc(NC(=O)C(c2ccccc2)N2CCN(CC(=O)NC3CC3)CC2)cc1Cl (stereo not given),·,-6,7,·,1,·,·,·,0
CCOC(=O)C1(Cc2cccc(OC)c2)CCN(C/C=C/c2ccccc2)CC1,-40,-5,7,15,-4,-11,-2.5,-2.4,-30
Cc1ccccc1OC1CCN(C(=O)c2cc(COc3ccccc3)on2)CC1,-20,-2,2,-31,5,12,-0.5,-3.4,-10
Cc1ccc(C)c(C(C)NC(=O)c2ccncc2)c1 (stereo not given),9,2,6,-11,1,7,-1.1,-2.5,18
Cc1nnc(SCCn2c(N3CCCCC3)nc3c2c(=O)[nH]c(=O)n3C)s1,1,-11,4,16,4,-1,-0.3,-2.4,15

# Full records from above:
# Cc1ccc(NC(=O)C(c2ccccc2)N2CCN(CC(=O)NC3CC3)CC2)cc1Cl (stereo not given) across the screens: NS3 helicase inh: ·; GalR3 antagonist: -6; IDE act: 7; UBC9 SUMO inh: ·; IDE cell inh: 1; pCIP destab: ·; VIM-2 inh: ·; IMP-1 inhibitor: ·; CRFBP-R2 block: 0
# CCOC(=O)C1(Cc2cccc(OC)c2)CCN(C/C=C/c2ccccc2)CC1 across the screens: NS3 helicase inh: -40; GalR3 antagonist: -5; IDE act: 7; UBC9 SUMO inh: 15; IDE cell inh: -4; pCIP destab: -11; VIM-2 inh: -2.5; IMP-1 inhibitor: -2.4; CRFBP-R2 block: -30

# (further entries)
SMILES,NS3 helicase inh,GalR3 antagonist,IDE act,UBC9 SUMO inh,IDE cell inh,pCIP destab,VIM-2 inh,IMP-1 inhibitor,CRFBP-R2 block
COCCCNC(=O)CSc1nc2sc(C(=O)OC)c(C)c2c(=O)n1N,0,12,2,5,-1,7,-3.7,-2.9,8
CCC(CC)C(=O)c1c[nH]c(C(=O)O)c1,4,-1,6,10,3,1,-3.7,-3.7,14
CCC(C)OC(=O)C(C)Oc1ccc(-c2ccccc2)cc1 (stereo not given),-2,-7,-3,-2,6,-3,-4.5,-2.9,-7
COc1ccc2nc(NC(=O)c3ccc(-n4nc(C)cc4C)cc3)sc2c1,-2,-2,6,36,1,8,-4.8,-2.4,-6
CC1(C)CC(=O)C2=C(C1)Nc1ccccc1NC2c1cc(Cl)ccc1O (stereo not given),4,-5,3,13,-2,-10,-1.8,-2.5,-14
CN(C)c1ccc(CNC(=O)CCNS(=O)(=O)c2cc(Br)cnc2N)cc1,3,·,7,·,3,-5,-1.7,-1.7,-4
CCOC(=O)/C=C/C(=O)OCC(=O)NC(c1ccccc1)c1ccccc1,4,-4,1,3,1,-6,-0.5,0.8,9
CCOC(=O)C1CCN(C(=O)COC(=O)c2cc([N+](=O)[O-])ccc2N2CCOCC2)CC1,·,0,-3,·,-3,·,·,·,-3
COC(=O)C1CCCN1C(=O)COc1ccc(Br)cc1Cl (stereo not given),-1,-9,3,15,4,-15,-2.0,-2.6,17
CCCN(CCC)CCCNC(=O)Cn1cnc2sc(C)c(S(=O)(=O)N3CCOCC3)c2c1=O,4,-10,2,14,0,-12,-1.9,-1.7,-8
CNC(=S)NC1CC2CCCC(C1)N2Cc1ccco1 (stereo not given),4,1,1,3,1,-9,-0.4,-2.5,8
CCC1CN(C(=O)Nc2ccc(C)cc2)c2cc(C)ccc2O1 (stereo not given),-7,-7,1,-2,-1,-2,-0.1,-2.1,-16
COCCOCCn1c(/C=C/c2ccccc2)nc2ccccc21,-16,-5,4,9,6,-7,-2.0,-2.9,9
Cc1ccc(N(CC(=O)NC2CCCC2)C(=O)CCC(=O)Nc2nc(C)cs2)cc1,-4,2,1,-9,-6,2,-0.1,-0.2,-37
CC1(C)S[C@@H]2[C@H](NC(=O)C(C(=O)O)c3ccccc3)C(=O)N2[C@H]1C(=O)O (stereo not given in full),-5,·,5,17,4,-4,-1.1,-0.9,-1
O=C(Nc1ccc(NS(=O)(=O)c2ccccc2)cc1)c1ccccc1,2,-9,-1,6,8,-7,-5.4,-5.5,-25
CCCCn1c(SCC(=O)N2c3ccccc3CCc3ccccc32)nc2c1c(=O)n(C)c(=O)n2C,-4,0,0,-3,11,2,-2.2,-3.1,-9
O=C(NCc1ccc2c(c1)OCO2)c1nnc(Cc2ccc(Cl)cc2)o1,3,2,4,3,1,1,-1.1,-0.6,7
Cc1ccccc1CC1(CO)CCCN(C(=O)c2ccccc2Cl)C1 (stereo not given),-5,-3,5,2,3,-3,-3.8,-3.0,-43
Clc1cccc(CNCCCSc2ncccn2)c1Cl,-15,-10,3,-8,-1,11,2.2,0.0,8
N#Cc1ccccc1COc1cccc2c1CCCC2O (stereo not given),7,-9,5,-5,-6,-12,-0.1,1.4,7
COC(=O)[C@@H]1[C@@H](C#N)C2(c3ccccc3-c3ccccc32)N(c2ccc(Cl)cc2)N1C#N,3,-7,-4,14,13,-19,-1.2,-3.9,-43
O=C(CN1C(=O)C2C3C=CC(C3)C2C1=O)NC1CCCc2ccccc21 (stereo not given),0,-6,0,30,1,-14,-1.0,0.0,27
CC1=C(C(N)=O)S(=O)(=O)c2ccccc21,-3,-6,4,11,6,6,-2.8,-1.9,4
COc1ccccc1/C=C/c1onc(C)c1S(=O)(=O)N1CCC(C(=O)NC(C)C)CC1,-18,0,4,-2,7,6,1.9,-1.9,48
CC(C)(C)OC(=O)N1CCN(C(=O)Nc2ccc3c(c2)OCCO3)CC1,-1,-3,2,13,-3,-2,-1.0,-2.8,-14
COc1cccc(-c2csc(N3CCN(CC(=O)NNC(=O)c4ccco4)CC3)n2)c1,7,-5,4,0,-3,2,-3.6,-2.5,1
COC(=O)C1=C(C(=O)OC)[C@@H]2N(C)c3ccccc3[C@@]23C[C@@H](C(=O)OC)N(C(=O)c2cccs2)C3=N1,·,1,10,0,5,-2,·,·,2
COc1ccc(S(=O)(=O)N2CCOCC2)cc1NS(=O)(=O)c1ccc(F)c(F)c1,·,3,-3,·,6,·,·,·,5
COc1ccc(CCC(C)Nc2cccc(C)c2)cc1 (stereo not given),0,-1,7,-14,3,-6,-4.8,-1.3,23

# Assay outcomes: PubChem, several laboratories
